# p47phox inh – inhibitors of human p47phox binding. P14598. p47phox/p22phox peptide binding, fluorescence polarization, 2 h. inhibition, % at 24.7 µM. 220,000 compounds, 0.53% hits;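 active = inhibition above about 30%, limit read from the data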;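 note: 0% = p47phox with labelled peptide and 100% = labelled peptide alone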
# Ba/F3 V617F tox – loss of viability in JAK2V617F-driven Ba/F3 cells | Ba/F3 EpoR-JAK2V617F viability, ATP luminescence | inhibition, % at 5.6 µM | 220,000 compounds, 1.1% hits;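 active = inhibition above the campaign mean plus 3 SD over all tested compounds, cut at about 24% in these data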;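 note: cytokine-independent growth of Ba/F3 cells driven by EpoR plus mutant JAK2; 0% = DMSO-treated cells and 100% = JAK inhibitor I control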
# p97 ATPase inh – human p97 ATPase inhibition | AID 1481 | inhibition, % at 8 µM | recombinant p97 ATPase, Kinase-Glo ATP luminescence, 3 h | 220,000 compounds, 0.42% hits; in the data active = inhibition above about 15%;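 note: 0% = DMSO vehicle and 100% = wells lacking enzyme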
# Target sequence (P55072 whole entry, looked up): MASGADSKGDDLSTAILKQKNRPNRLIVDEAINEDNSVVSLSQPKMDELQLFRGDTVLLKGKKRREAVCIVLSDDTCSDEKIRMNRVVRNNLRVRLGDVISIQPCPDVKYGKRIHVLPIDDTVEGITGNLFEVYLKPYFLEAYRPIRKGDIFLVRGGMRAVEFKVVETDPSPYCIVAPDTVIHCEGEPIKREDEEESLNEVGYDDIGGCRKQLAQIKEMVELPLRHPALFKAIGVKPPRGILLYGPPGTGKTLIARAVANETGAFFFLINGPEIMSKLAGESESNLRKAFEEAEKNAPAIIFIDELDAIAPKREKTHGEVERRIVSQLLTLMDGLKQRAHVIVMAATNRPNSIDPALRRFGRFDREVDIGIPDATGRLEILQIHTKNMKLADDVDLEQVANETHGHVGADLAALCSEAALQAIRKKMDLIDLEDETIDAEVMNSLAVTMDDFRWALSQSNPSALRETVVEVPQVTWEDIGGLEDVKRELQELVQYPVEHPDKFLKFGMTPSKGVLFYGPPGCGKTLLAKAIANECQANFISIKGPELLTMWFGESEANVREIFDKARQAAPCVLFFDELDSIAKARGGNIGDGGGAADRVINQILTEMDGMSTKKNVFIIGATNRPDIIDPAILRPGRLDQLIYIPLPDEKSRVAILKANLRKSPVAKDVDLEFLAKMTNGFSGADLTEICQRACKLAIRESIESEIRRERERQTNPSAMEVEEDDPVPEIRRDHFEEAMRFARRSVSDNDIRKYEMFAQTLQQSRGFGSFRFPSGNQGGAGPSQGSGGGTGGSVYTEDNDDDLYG
# PPC-1+TRAIL kill – compounds killing PPC-1 cancer cells with TRAIL present (potentiator screen, no TRAIL-free arm); PPC-1 cells + TRAIL, ATPLite viability luminescence; cell killing (% activity), % at 4 µM; 220,000 compounds, 0.41% hits; AID 1443;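 active = cell killing above 50% in the first pass at 4 µM, then a duplicate retest at 5 µM averaging 50% or more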;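 note: plate controls were cells with TRAIL plus DMSO for no effect and medium-only wells lacking cells for full effect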
# BaF3 tox – parental Ba/F3 viability inhibition as JAK2V617F counter-screen; CellTiter-Glo ATP luminescence; inhibition, % at 5.6 µM; 220,000 compounds, 1.1% hits;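 active = inhibition above a per-campaign cutoff, the mean inhibition of all tested compounds plus 3 SD, cut at about 27% in these data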;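 note: 0% = DMSO wells and 100% = JAK Inhibitor I control wells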
# EP2 antag – EP2 receptor (human) inhibition; P43116; C6 glioma cells expressing human EP2, cAMP TR-FRET; cells stimulated with saturating PGE2; inhibition, % at 25 µM; 260,000 compounds, 0.52% hits; AID 1422;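 active = percent inhibition above 40 after rounding to a whole number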;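 note: rat C6 glioma host cells with rolipram phosphodiesterase inhibitor present; the protocol text gives 20 µM as final concentration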
# RBBP9 inhibitor – human RBBP9 hydrolase inhibition; recombinant RBBP9, FP-Rh probe fluorescence polarization; inhibition, % at 7.94 µM; 220,000 compounds, 0.2% hits;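 active = inhibition above the campaign mean of all tested compounds plus 3 SD, cut at about 14% in these data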;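 note: plate controls were DMSO wells with RBBP9 for no effect and wells lacking RBBP9 protein for full effect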
#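 Test system – recombinant human RBBP9 · Input – RBBP9 2.5 µM in dispensing solution, pre-mixing · Medium – Tris buffer pH 8.0, NaCl, Pluronic · Schedule – preincubation 30 min plus labeling 45 min at 25 °C · Measured by – fluorescence polarization · Measure – % inhibition · Controls – DMSO and no-protein wells · Replicates – one well per compound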
# Furin inh – human furin inhibition; P09958; purified furin, fluorogenic substrate cleavage; inhibition, % at 30 µM; 220,000 compounds, 0.061% hits; AID 463115; in the data active = inhibition above about 25%; note: inactives centre near -15
# Tb hexokinase – T. brucei hexokinase 1 inhibition | recombinant TbHK1, G6PDH-coupled NADH A340 | inhibition, % at 10 µM | 220,000 compounds, 0.11% hits | AID 1430;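 active = inhibition of 50% or more in the single-dose primary screen; inactive = inhibition below 50%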
# * hit, by the source's call; · = no result given; [ ] = remark or other dose. Not all compounds are listed, so the mix of outcomes need not match the whole.
# Each structure is followed by: Ba/F3 V617F tox	RBBP9 inhibitor	p47phox inh	p97 ATPase inh	BaF3 tox	Furin inh	EP2 antag	PPC-1+TRAIL kill	Tb hexokinase
> O=C(Nc1ccccc1C(=O)NCCN1CCOCC1)c1ccc(Cl)cc1Cl
    -3	-5	-16	-4	1	-12	2	10	-2
> CCOC(=O)C1CCN(C(=O)CCS(=O)(=O)c2ccc3c(c2)CCN3C(=O)CC)CC1
    -4	-3	-2	3	0	-29	7	2	-3
> CC(=O)NC(Cc1ccccc1F)C(=O)NC1CCN(c2ncccc2[N+](=O)[O-])CC1 (stereo not given)
    -2	3	-12	4	5	-17	5	4	-1
> CCn1c(O)c(/C=N/N=C/c2ccc(OC)cc2)c2cc(C3=NNC(=O)CC3)ccc21
    -3	-10	-18	10	1	-12	8	19	-23
> CCOc1c(C=C(C#N)C#N)c2ccccc2n1CC
    -1	-1	-4	-1	3	-12	13	-1	-11
> COc1ccc(CCN=C(C)C2=C(O)C(c3ccccc3)OC2=O)cc1OC (stereo not given)
    -2	-11	0	-1	1	-23	2	-12	0
> COC(=O)c1ccc(COc2cccc(C)c2C)cc1
    4	-8	-8	-6	7	-4	15	-4	2
> CCOC(=O)N1CCN(C(=O)CSCc2ccccc2Cl)CC1
    4	-7	-1	-7	5	-5	1	12	0
> [O-][n+]1onc2c1CCc1nnccc1-2
    -5	-9	-13	5	0	-22[20 µM]	0	2	-4
> CCSc1ncccc1C(=O)N[C@@H](CCSC)C(=O)OC
    -1	-9	-6	2	0	-7	8	7	-6
> COc1cccc(C(c2nnnn2C(C)(C)C)N2CCN(C3CCCCC3)CC2)c1OC (stereo not given)
    1	-1	-9	-4	3	-14	13	-7	3
> CCOC(=O)c1[nH]c2ccccc2c1N=CN(CC)CC
    -4	1	1	1	-1	-14	16	5	-19
> Cc1cc(C)nc(/N=C2\NC(=O)CC(C(=O)O)N2c2ccc(Oc3ccccc3)cc2)n1 (stereo not given)
    -2	-8	-10	1	3	-18[20 µM]	18	-16	8
> CCN(C(=O)COC(=O)c1cccnc1Nc1cccc(C(F)(F)F)c1)C1CCS(=O)(=O)C1 (stereo not given)
    0	-5	-17	1	3	-3	6	16	19
> Cn1c(=O)[nH]c(=O)c2c1nc(N1CCN(CCO)CC1)n2CCSc1nc2ccccc2s1
    1	-3	-9	-10	2	-10	11	15	-10
> CCOC(=O)Cc1csc(NC(=O)c2ccc3c(c2)OCO3)n1
    3	-6	-9	-3	6	-23[20 µM]	12	14	-7
> Cc1ccc(C(=O)NC(=S)Nc2cc(C(F)(F)F)ccc2Cl)cc1
    -3	-3	-11	5	5	-13	9	22	-7
> O=C(Cn1c(CO)nc2ccccc21)NCc1ccc2c(c1)OCO2
    -1	-4	-14	4	4	-33	10	7	-5
> COc1ccc(C(=O)NC(C(=O)NCCc2ccc3c(c2)OCCO3)C(C)C)cc1 (stereo not given)
    2	2	0	-3	5	-16	14	1	4
> Cc1cc(NC(=O)CCc2ccc(S(=O)(=O)N3CCOCC3)cc2)n(-c2ccccc2)n1
    1	-5	-8	2	13	2[20 µM]	6	1	-3
> CCOC(=O)N1CCN(c2ncnc3c2cnn3-c2ccc(Cl)cc2)CC1
    -3	-6	-10	0	0	-11[20 µM]	11	17	-8
> Cc1nn(C)c(C)c1S(=O)(=O)N(CC(=O)Nc1ccc2c(c1)OCO2)c1ccc(C(C)C)cc1
    -3	-1	-10	2	-1	-15	13	-11	-5
> CNS(=O)(=O)c1ccc(Cl)nc1
    -3	-4	3	3	4	-15	12	23	3
> COc1ccc(CC(=O)Nc2ccccc2C(=O)N2CCOCC2)cc1
    3	-11	-11	-1	6	-10	2	10	3
> CC(=O)Nc1cc(NC(C)=O)cc(C(=O)NC(C)(C)C)c1
    -4	0	-5	2	2	-32	10	-20	1
> S=C(c1ccc(Cl)cc1)N1CCN(Cc2ccccc2)CC1
    1	-2	-2	-4	-1	-20	7	-2	-7
> C#CCOc1ccc(Br)cc1/C=N/O
    0	1	-10	1	4	-14[20 µM]	7	-4	-6
> CC(=O)Oc1cc2cccc(OC(C)=O)c(=O)c2c(OC(C)=O)c1OC(C)=O
    1	3	1	29*	-1	-12	10	15	-3
> COC(=O)CC1COc2ccccc2N1C(=O)c1ccc(Cl)cc1 (stereo not given)
    0	-2	-6	-3	5	-15[20 µM]	3	15	-3
> Cc1ccc(OCC(=O)NC(=S)Nc2ccc3c4c(cccc24)CC3)cc1
    -5	-6	-3	3	2	-29	20	8	1
> CCOCCCNC(=O)C(c1ccccc1)N(Cc1cccs1)C(=O)c1ccccc1O (stereo not given)
    -2	3	-8	-2	0	-23	2	-3	-4
> CC1(C)C(c2cccs2)=[N+]([O-])C2(CCCCC/C2=N\NC(N)=S)N1O (stereo not given)
    -3	2	-10	7	1	-1[20 µM]	9	20	-3
> CCCn1cc(CN2CCC(N3CCC(C(=O)N4CCOCC4)CC3)CC2)c(C)n1
    -1	-5	-44	1	-2	-21	9	-4	5
> CCCS(=O)(=O)N1CCC(Cc2ccc(OC)cc2)(C(=O)OCC)CC1
    -3	-4	-8	2	3	-27	1	-3	3
> S=C(Nc1ccccc1)Nc1nc2ccccc2n1CCOc1ccccc1
    -3	-12	-3	3	2	-4	4	18	-8
> CCn1c(SCc2nc(-c3ccc(Cl)cc3)no2)nnc1-c1ccco1
    2	-1	-7	-4	9	-10[20 µM]	14	14	4
> CCOC(=O)c1c(Cc2ccccc2)c[nH]c1C
    -3	4	-16	5	5	-12	7	-5	1
> Cc1ccc(OCCNC(=O)c2cc(C(=O)NCCOc3ccc(C)cc3)cc([N+](=O)[O-])c2)cc1
    2	-1	1	-1	8	-14	11	16	3
> CCc1ccc(/C(C)=N\Nc2ccc([N+](=O)[O-])cc2)cc1
    -3	-5	-7	1	4	-30[20 µM]	9	3	-1
> CC(C)CNC(=S)N1CCN(Cc2ccc3c(c2)OCO3)CC1
    -1	-5	-10	-2	6	-18	5	-22	2
> Cn1c(NC(=O)c2ccc(Cl)cc2)cc(=O)n(C)c1=O
    0	-8	8	-3	0	-11	6	-11	-1
> Cc1csc(NC(=O)CSc2nnc(CCNC(=O)c3cccs3)n2C)n1
    -2	6	-20	-3	7	-17[20 µM]	4	-4	-2
> CCCCNC(=O)c1onc(CSc2cccc(OCC)c2)c1C(=O)O
    1	-6	2	0	1	-24[20 µM]	27	8	-3
> CN(Cc1ccccc1)C(=C(Cl)Cl)C(=C1NCCN1)[N+](=O)[O-]
    6	-6	1	-4	7	-6	5	22	2
> Cc1ccc(C(C)NC(=O)C2CCCO2)cc1C (stereo not given)
    3	-4	-8	1	5	-3[20 µM]	8	7	-1
> CCn1c(SCC(=O)c2cc(OC)ccc2OC)nnc1C(C)C
    0	1	-4	2	4	-8	20	18	29
> CNC(=S)N/N=C/c1c(C)nn(-c2ccc(F)cc2)c1Cl
    1	-1	-12	0	4	-18	8	14	-13
> Cc1ccc(-c2nc3ccc(NS(=O)(=O)c4ccccc4)cc3[nH]2)o1
    0	-10	-13	-2	4	-12[20 µM]	2	14	-39
> C=CCn1c(CSCc2ccc(Cl)cc2)nnc1SCC(=O)NCc1ccccc1
    1	-10	-7	-4	7	1[20 µM]	14	18	4
> CCN(CC)S(=O)(=O)c1cc(C(=O)OCC(=O)Nc2c(F)cccc2F)ccc1F
    1	2	5	4	9	-1	7	15	5

# Next section.
# Each structure is followed by: Ba/F3 V617F tox	RBBP9 inhibitor	p47phox inh	p97 ATPase inh	BaF3 tox	Furin inh	EP2 antag	PPC-1+TRAIL kill	Tb hexokinase
> Cc1[nH]c(=O)c(C(=O)c2ccccc2O)cc1C(=O)O
    -5	1	6	5	-3	3	6	10	-20
> Cn1c(C(=O)N2CCN(c3ccc([N+](=O)[O-])cc3)CC2)cc2c(=O)[nH]c3ccccc3c21
    3	-3	9	6	5	-17	8	28	1
> CCc1ccc(-c2nc(CSCC(=O)N3CCN(c4ncccn4)CC3)c(C)o2)cc1
    -3	-7	-17	-4	13	-19	·	30	-8
> CCc1nnc(NC(=O)C2CCCN2C(=O)NC2CCCCC2)s1 (stereo not given)
    -5	2	6	3	0	-22	4	15	7
> Cn1c(=O)c(=O)n(C)c2cc(S(=O)(=O)NCCN3CCN(c4ccccc4F)CC3)ccc21
    -1	-3	-1	5	1	-20	5	0	-22
> O=C(NCC1CCCO1)c1cccc(N2CCCC2=O)c1 (stereo not given)
    0	-9	-3	0	1	-22[20 µM]	12	-4	-4
> CC1CN(C(=O)COC(=O)c2cccs2)CC(C)O1 (stereo not given)
    7	-9	-12	-6	6	3	·	12	5
> COc1cccc(C(=O)Nc2c3c(nn2-c2cccc(C)c2C)CS(=O)(=O)C3)c1OC
    0	-11	-15	1	4	-18	-1	7	37
> Cc1ccc(NC(=O)CCC(=O)O)cc1F
    1	-7	-9	-2	5	-16[20 µM]	2	10	-3
> O=C(c1ccccc1F)N1CCc2ccccc21
    0	-10	·	-3	1	-11	7	4	-2
> COc1ccc(-c2nc3c(n2O)CCC/C3=N\O)cc1
    1	3	-8	-2	6	-21[20 µM]	·	6	-20

# Screens from PubChem.
